UBC13 polyUb – inhibitors of human UBC13 polyubiquitin chain formation | P61088 | TR-FRET | inhibition, % at 20 µM | actives 0.47% (n = 330,000); in the data active means inhibition above about 45%, passing the limit was not always enough; inconclusive means no clear call, values can overlap the other calls
Target sequence (P61088 whole entry, looked up): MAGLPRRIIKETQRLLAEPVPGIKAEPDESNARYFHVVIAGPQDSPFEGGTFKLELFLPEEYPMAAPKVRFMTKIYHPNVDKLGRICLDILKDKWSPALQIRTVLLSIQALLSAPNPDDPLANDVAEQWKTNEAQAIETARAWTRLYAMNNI
SENP8 block-1 – inhibitors of human SENP8 protease | recombinant SENP8, Nedd8 substrate fluorescence | inhibition, % at 20 µM | actives 0.64% (n = 360,000) | AID 602440; in the data active means inhibition mostly above about 40%, no sharp cut-off; inactive means mostly below about 27%
SENP1 inh – inhibitors of human SENP1 SUMO protease catalytic domain; Q9P0U3; recombinant SENP1 catalytic domain, CyPet-SUMO1-YPet FRET cleavage; inhibition, % at 10 µM; actives 0.21% (n = 360,000);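 active means inhibition at least 30% at 10 µM, raw YFP signal under a set limit, fluorescence ratio 0.5 to 1.5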;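 further: 0% = enzyme with DMSO and 100% = no enzyme wells; some results filed as inactive read as strong as hits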
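Assay system: hSENP1 catalytic domain, recombinant. Amount: SENP1 enzyme, 20 pM final. Schedule: 50 min reaction, RT, dark. Technique: FRET, CFP and YFP emission. Control set: no-enzyme wells low, DMSO-plus-enzyme wells high control.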
SENP7 inh – SENP7 protease inhibition. Q9BQF6. recombinant SENP7, Z-RLRGG-aminoluciferin luminescence, 40 min. inhibition, % at 5 µM. actives 1.5% (n = 330,000);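 active means inhibition above about 50% at the single test dose, limit read from the data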;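 further: plate controls were DMSO with enzyme for no effect and no enzyme buffer wells for full effect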
Target sequence (Q9BQF6 706-1050 limits assumed): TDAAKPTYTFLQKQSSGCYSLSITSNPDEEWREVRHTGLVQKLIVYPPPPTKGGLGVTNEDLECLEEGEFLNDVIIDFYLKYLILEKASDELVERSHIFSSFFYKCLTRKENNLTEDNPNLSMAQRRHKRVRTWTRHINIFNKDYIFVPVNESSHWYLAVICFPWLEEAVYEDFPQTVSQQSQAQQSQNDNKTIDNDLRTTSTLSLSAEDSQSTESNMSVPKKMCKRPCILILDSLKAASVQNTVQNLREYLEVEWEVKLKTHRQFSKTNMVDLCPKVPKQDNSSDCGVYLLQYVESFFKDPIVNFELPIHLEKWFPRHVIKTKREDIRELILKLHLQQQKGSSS
HKDC1 inhibitor – inhibitors of human hexokinase HKDC1 | inhibition, % at 20 µM | Q2TB90 | recombinant HKDC1, G6PDH/diaphorase resazurin coupled fluorescence | actives 0.16% (n = 340,000) | AID 493160;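 active means inhibition above about 35% when tested at 20 µM, limit read from the data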;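 further: plate controls were DMSO wells with enzyme for no effect and DMSO wells lacking enzyme for full effect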
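test system = in-house recombinant HK5 (HKDC1) enzyme | amount = HKDC1 at 5 µg/mL | control set = DMSO-enzyme wells negative, buffer-substituted wells positive | compound = one dose of 20 µM, 1% DMSO | schedule = reaction time 90 min, room temperature, protected from light | technique = resorufin fluorescence at 613 nm | reagent = glucose with 1 mM ATP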
SENP8 block-2 – blocks the human protease SENP8; Q96LD8; purified SENP8, Z-RLRGG-aminoluciferin cleavage, luminescence; inhibition, % at 10 µM; actives 1.2% (n = 330,000); AID 2540; in the data active means inhibition above about 50%
PfG6PD inh – PfG6PD (Plasmodium falciparum) enzyme inhibition. PfGluPho enzyme, NADPH resazurin-diaphorase fluorescence. AID 504690. inhibition, % at 20 µM. actives 0.78% (n = 350,000);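 active means inhibition reaching at least a set limit at 20 µM in the primary screen, cut at about 59% in these data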;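 further: 0% = DMSO wells with substrate and 100% = DMSO wells lacking glucose-6-phosphate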
SENP6 block – inhibitors of human SENP6 protease. Q9GZR1. Recombinant SENP6 catalytic domain, aminoluciferin luminescence. inhibition, % at 10 µM. actives 1.8% (n = 330,000);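 active means inhibition above about 50% at the single tested dose, limit read from the data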;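 further: plate controls were DMSO wells with enzyme for no effect and DMSO wells lacking enzyme for full effect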
Target sequence (Q9GZR1 628-1112 limits assumed): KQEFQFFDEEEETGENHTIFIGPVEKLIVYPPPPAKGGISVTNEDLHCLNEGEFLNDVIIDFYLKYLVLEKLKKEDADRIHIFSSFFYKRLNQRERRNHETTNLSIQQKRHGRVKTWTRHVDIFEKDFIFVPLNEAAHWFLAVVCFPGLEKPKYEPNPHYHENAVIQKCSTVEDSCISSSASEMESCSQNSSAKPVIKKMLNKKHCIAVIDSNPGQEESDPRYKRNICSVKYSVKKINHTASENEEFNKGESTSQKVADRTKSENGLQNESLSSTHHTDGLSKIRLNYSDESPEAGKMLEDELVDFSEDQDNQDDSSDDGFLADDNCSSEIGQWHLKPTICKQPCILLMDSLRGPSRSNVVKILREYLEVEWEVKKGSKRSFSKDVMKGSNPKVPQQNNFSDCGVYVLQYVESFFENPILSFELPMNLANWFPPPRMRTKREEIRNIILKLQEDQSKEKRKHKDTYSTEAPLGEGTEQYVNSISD
MIN6 prolif – inducers of beta-cell replication in MIN6 cells | MIN6 cells proliferation, ATPlite luminescence, 48 h; cells starved in 0.2% serum; 100% = growth in 10% serum | proliferation, % at 10 µM | actives 0.29% (n = 330,000) | AID 2380;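 active means compounds whose signal lies at least 3.5 SD above the mean of all wells on their plate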;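 further: 0% = DMSO-treated cells in low-serum medium and 100% = 10% serum control; some compounds called inactive have numbers as strong as hits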
Numbers without * were called inactive; i = inactive; ? = inconclusive; . = not tested or not shown. Hits appear at their usual frequency, and some 4% of all compounds hit somewhere here.

Order of results – UBC13 polyUb, SENP8 block-1, SENP1 inh, SENP7 inh, HKDC1 inhibitor, SENP8 block-2, PfG6PD inh, SENP6 block, MIN6 prolif
> COc1ccc(OC)c(NC(=O)CCN2C(=O)c3cccc([N+](=O)[O-])c3C2=O)c1
→ -9.4, 0.4, -0.6, -6.3, 4.4, -9.6, 16.7, -6.0, -2.2
> CC(=O)NC1C(OCc2cccc(Br)c2)OC(COC(C)=O)C(OC(C)=O)C1OC(C)=O (stereo not drawn)
→ 5.0, -1.9, 0.4, 1.1, 14.5, 2.7, -20.6, -25.9, -1.9
> Cc1cc(C)c(NS(=O)(=O)c2c(C)noc2C)c(C)c1
→ 1.0, 7.6, 1.1, 9.3, -5.7, 0.3, 11.6, -1.1, -2.0
> N[C@@H](C(=O)N[C@@H]1C(=O)N2C(C(=O)O)=C(Cl)CS[C@H]12)c1ccccc1
→ 1.6, -128.1, -27.1, 3.4, 6.8, 7.6, 27.4, 8.9, 2.5
> CC(C)CCOc1ccc(C2=NNC(=O)CC2)cc1
→ 5.7, 19.9, 0.0, 5.6, 5.0, -4.0, -18.1, -6.8, 0.1
> O=C(/C=C/c1ccco1)NCC1OCCc2ccccc21 (stereo not drawn)
→ -5.5, 8.7, -15.4, -6.0, 8.3, -3.6, 40.9, -22.5, -2.5
> CC1Sc2ccc(S(=O)(=O)N3CCN(c4ccccc4)CC3)cc2NC1=O (stereo not drawn)
→ -8.8, 13.3, 1.3, 0.7, -2.9, -0.3, 9.7, 5.0, 1.0
> COc1ccc(C2C3=C(CC(C)(C)CC3=O)N(C)C3=C2C(=O)CC(C)(C)C3)cc1
→ 15.6, -408.8, -34.1, -1.9, -3.4, 1.8, 3.4, 3.4, -2.1
> O=C(NCCN1CCCCC1)c1cc(OCC(F)(F)F)ccc1OCC(F)(F)F
→ 0.6, 17.7, -0.6, 6.9, -4.1, 1.5, -9.7, 0.3, -3.9
> Cc1ccc(NC(=S)N2CCCC(c3nc4ccccc4[nH]3)C2)cc1 (stereo not drawn)
→ -1.0, 3.3, 1.3, 4.5, -4.5, 3.4, 29.6, -6.4, -2.8
> Cc1cc(=O)[nH]c(N/N=C/c2ccc(F)cc2)n1
→ -6.6, 7.5, 2.1, -4.3, -3.7, 0.9, 3.5, -13.7, -3.8
> CC(=O)Nc1ccc(NC(=O)COC(=O)C2CCCCC2)cc1
→ 8.8, 15.1, 3.5, -3.4, -4.5, -9.9, -3.1, -19.4, 5.4
> Cn1c(=NC(=O)C(C)(C)C)sc2cccc(F)c21
→ -1.1, 18.4, 3.7, 0.9, -3.0, 1.9, -7.4, -11.0, 3.1
> CSc1sc(C(=O)NC(=O)NCc2cccnc2)c(C)c1-c1ccon1
→ 5.9, -28.2, 0.5, 8.1, 0.9, 4.1, -16.2, 3.6, -0.5
> NC(CO)C12CC3CC(CC(C3)C1)C2 (stereo not drawn)
→ 3.9, 13.2, -0.3, -3.1, -3.5, 1.0, -4.7, 8.1, -0.5
> COc1ccc(-c2c(-c3ccccc3OC)oc3ccccc23)cn1
→ 16.4, -348.2, -0.1, -5.9, 2.8, -8.2, 27.1, -29.1, -7.4
> COc1cccc(N2CCN(C(=O)C3CCCN(S(=O)(=O)c4ccc5c(c4)oc(=O)n5C)C3)CC2)c1 (stereo not drawn)
→ -2.0, 10.9, -0.5, 12.7, -21.0, -6.7, -8.3, -6.6, 0.8
> COC(=O)c1ccccc1S(=O)(=O)N1CCC(C(=O)N2CCC2)CC1
→ 78.7*, 8.5, -1.5, 4.8, -4.0, -3.6, 7.8, 2.0, -3.8
> N=c1c(C(=O)NCC2CCCO2)cc2c(=O)n3ccccc3nc2n1Cc1ccccc1 (stereo not drawn)
→ 2.3, -345.5, -19.8, 5.3, -3.1, -0.8, -2.8, -17.8, 5.2
> O=C(O)C1CC(O)CN1c1nc(Cl)ccc1[N+](=O)[O-] (stereo not drawn)
→ -12.8, -189.3, -14.8, 4.4, -2.2, 2.2, 6.3, 2.8, 0.4
> C[n+]1cccc2cccc([O-])c21
→ ., 95.8*, 1.9, ., 26.4, ., 82.4*, ., .
> CC(=O)Nc1ccc(C=NNc2ccc([N+](=O)[O-])cn2)cc1
→ ., -242.1, -31.4, ., 0.8, ., 39.9, ., .
> COC(=O)CN1C(=O)[C@H]2[C@@H](/C=C/c3ccccc3)N3C(=O)CN(Cc4ccccc4)C(=O)[C@@]3(Cc3ccccc3)[C@H]2C1=O
→ 4.0, 11.2, -2.7, 1.5, -2.1, -2.9, -16.8, -8.8, 2.9
> CC(=O)C[C@H](O)CC(=O)[C@H]1OC(=O)CCCCC/C=C/Cc2ccccc21
→ -20.9, -1.7, 0.3, -7.4, -3.9, -7.6, -8.5, 1.8, -2.6
> NS(=O)(=O)c1cnccc1Nc1ccc(Cl)c(Cl)c1
→ 8.4, -3.9, 2.6, 3.0, -8.1, -1.6, 23.2, 13.0, 0.0
> Cc1cc(C)c(S(=O)(=O)N2CCCCC2CCNC(=O)C(=O)NC2CC2)c(C)c1 (stereo not drawn)
→ -3.6, 6.5, 2.1, -6.7, -5.0, -3.7, 14.1, 3.4, -2.5
> CCOC(=O)N1CCN(C(=O)c2cn(C)c3ccc(S(=O)(=O)N4CCOCC4)cc3c2=O)CC1
→ -10.8, 5.8, 1.4, -11.6, -8.8, -4.6, -5.1, 2.8, -1.1
> CCCCn1c(=O)n(C)c(=O)c2c(C(F)(F)F)cc(-c3ccncc3)nc21
→ -5.2, i, 1.9, -5.8, 0.7, -5.1, 1.7, -4.2, -1.8
> Cc1nn(-c2ccc(F)cc2)c(Cl)c1/C=C1\C(=O)Nc2ccccc21
→ -2.6, 20.2, 4.3, 0.1, -1.2, -17.0, 25.1, -7.9, -4.5
> COc1ccccc1CCNC(=O)C(=O)c1cn(CC(=O)N2CCOCC2)c2ccccc12
→ -8.0, 10.3, -1.3, -21.8, -13.8, -5.4, -4.4, -8.5, -1.2
> O=C(O)c1ccccc1S(=O)(=O)c1ccccc1CO
→ 2.6, 5.6, 1.2, -0.3, -7.2, 3.6, -1.5, -11.3, 0.2
> COC(=O)c1cc(C(=O)Nc2ccc(Cl)cn2)cc([N+](=O)[O-])c1
→ 2.9, 20.6, 1.8, 3.9, -1.6, 5.6, -4.8, -10.1, -0.8
> Cc1ccc(S(=O)(=O)NC(=O)N(CCC#N)Cc2ccccc2)cc1
→ -0.9, 16.2, -0.5, -1.2, -1.5, 1.8, -0.3, -15.4, -1.5
> O=C(NNC(=O)C1CC(=O)N(c2ccc3c(c2)OCCO3)C1)c1ccc(F)cc1 (stereo not drawn)
→ -3.8, -16.4, 0.1, -8.1, -5.2, -12.7, -17.2, 0.3, -1.7
> Cc1ccc(CNC(=O)C2CCCN(c3cnccn3)C2)cc1 (stereo not drawn)
→ 3.6, -430.0, 1.4, 5.7, 5.0, 8.0, -15.2, -1.1, -1.6
> COc1ccc(/C=C/c2c(-c3ccc(OC)cc3)oc3ccccc23)cc1
→ 10.1, i, 0.2, 8.6, 2.1, 2.8, -4.8, -8.8, -5.9
> COc1ncccc1-c1nnn(-c2ccc(Cl)nc2)n1
→ -0.7, -392.6, -3.3, 4.6, 3.0, -6.5, -12.2, -6.1, 0.1
> COc1ccc(-c2oc(=O)c3cc(OC)c(OC)cc3c2C#C[C@]2(O)CC[C@H]3[C@@H]4CCc5cc(OC)ccc5[C@H]4CC[C@@]32C)cc1
→ ?, -393.8, -13.1, 9.5, 2.4, -2.7, 15.3, 10.2, -4.0
> CCOC(=O)NC1=NCC(C)S1 (stereo not drawn)
→ 3.0, 18.3, 0.7, 9.1, -6.2, 1.5, -6.7, -8.8, 3.1
> CC(=O)Nc1ccc2nc(NC(=O)CS(=O)(=O)c3ccccc3)sc2c1
→ 0.0, -36.1, -3.6, -1.9, -3.0, -6.1, 11.1, -7.3, 5.9
> Cc1nnc(SCC(=O)NC(C)(C)C)n1NCc1ccc(Cl)cc1
→ 0.4, 16.3, 1.6, 0.8, -3.5, -1.0, -1.4, -17.7, 0.6
> COCCNC(=O)C(c1ccc(F)cc1)N(C(=O)CCC(=O)Nc1ccccn1)c1cccc(C)c1 (stereo not drawn)
→ -3.8, 0.9, 1.1, -7.8, -4.8, -1.8, 6.5, -27.5, 0.0
> CC(C)(C)[C@H]1COC(=O)CCC/C=C/C[C@H](CC(=O)NCCO)C(=O)N1
→ -3.8, -0.1, 2.3, 5.9, -3.8, -7.6, 3.6, -0.4, -2.2
> CCOc1ncccc1C(=O)OCC(=O)c1ccc(C)c(C)c1
→ -5.6, 18.1, 0.6, -7.4, 0.5, -15.8, -13.7, -39.9, -1.0
> O=C(O)CC/C(=N/Nc1ccc([N+](=O)[O-])cc1)C(=O)O
→ -2.1, 17.3, -3.1, 10.2, -5.2, -1.6, 1.5, 0.5, -1.6
> CCOc1cc2[nH]c(=O)n(CCCC(=O)N(C)Cc3ccccc3)c(=O)c2cc1OCC
→ 7.0, -71.2, 2.9, -1.1, -6.5, -0.8, -0.1, 37.0, -2.7
> CC(C)NC(=O)CN1CCC(O)(c2ccccc2)CC1
→ 6.6, 16.3, 0.7, 2.0, -9.5, 7.7, -4.2, -4.8, -3.2
> CSc1ccc(CCNC(=O)C2CCCN(c3ncnc4c3nc3n4CCCCC3)C2)cc1 (stereo not drawn)
→ 8.9, 7.8, 1.6, 13.8, -0.5, -1.0, 8.7, -19.8, 5.5
> COc1ccc(S(=O)(=O)N2CCN(CCc3ccccc3)CC2)cc1
→ -3.8, 13.2, 3.0, 2.2, 3.2, -13.3, -12.0, -5.6, 2.6
> Cc1cccc(CCNC(=O)c2cc(S(=O)(=O)N3CCCC3)cn2C)c1
→ 2.8, 11.0, 3.4, 16.1, -3.2, -12.1, -9.3, -6.4, -3.2
> c1ccc(Cn2cc(CN3CCCO3)c(-c3ccc4c(c3)OCO4)n2)cc1
→ -0.2, 23.1, 4.1, 11.6, -1.3, -2.1, 11.9, 14.9, 0.5
> CC(C)(C)c1ccc(S(=O)(=O)N2CCN(CCC#N)CC2)cc1
→ 4.2, 8.9, 1.6, 7.6, -0.7, 7.4, -2.9, -11.0, -3.6
> O=C(NCC(c1cccs1)N1CCOCC1)c1cc2ccccc2oc1=O (stereo not drawn)
→ -1.3, -71.3, -3.4, 4.9, -2.1, 3.5, 5.4, 2.0, -0.2
> CC(=O)N1CCc2cc(S(=O)(=O)N3CCCCCC3)ccc21
→ -7.1, 16.6, -0.5, 5.9, -1.6, 29.4, 9.2, -8.1, 5.5
> COc1ccc(COC(=O)C2CCN(S(=O)(=O)c3ccc(Cl)cc3)CC2)cc1
→ -1.5, 2.8, -0.1, -4.2, -1.1, -2.9, -1.3, -16.4, 0.2
> O=C(CCSCCC(=O)NN=Cc1cccc(Cl)c1)NN=Cc1cccc(Cl)c1
→ ., 6.3, 4.0, ., 18.0, ., 86.1*, ., .
> CCCCN(C)CC(O)Cn1cc(/C=C/C(=O)c2ccc(C)cc2)c2ccccc21 (stereo not drawn)
→ 25.7, -283.3, -27.5, 4.1, 2.2, -5.5, 32.5, -20.5, -6.5

Gathered by group: the compounds so far with a CF3 group (2)
Order of results – UBC13 polyUb, SENP8 block-1, SENP1 inh, SENP7 inh, HKDC1 inhibitor, SENP8 block-2, PfG6PD inh, SENP6 block, MIN6 prolif
> O=C(NCCN1CCCCC1)c1cc(OCC(F)(F)F)ccc1OCC(F)(F)F
→ 0.6, 17.7, -0.6, 6.9, -4.1, 1.5, -9.7, 0.3, -3.9
> CCCCn1c(=O)n(C)c(=O)c2c(C(F)(F)F)cc(-c3ccncc3)nc21
→ -5.2, i, 1.9, -5.8, 0.7, -5.1, 1.7, -4.2, -1.8
